N370S GC = inhibits or activates N370S mutant glucocerebrosidase | P04062 | Potency, µM (highest dose often 59.4 µM), for the others: top-dose activity change, negative = inhibition, hits mostly inhibitors | AID 2101 | N370S GC spleen homogenate, 4MU-glucoside fluorescence | hit rate 0.092% among 330,000;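 further: 0% = full enzyme activity and -100% = no enzyme basal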
TDP1 cell CPT = DT40-hTDP1 cell growth loss with CPT | chicken DT40 Tdp1-/-;hTDP1 cells + 20 nM CPT, ATP luminescence, 48 h | Potency, µM (doses to about 46.2 µM), for inactives: at the top dose activity change, negative = growth inhibition, usual class: inhibitors | hit rate 12% among 420,000; further: nearly all actives have a fitted effect of over 55% in size
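Chicken DT40 Tdp1-/- cells stably complemented with human TDP1 were seeded at 400 cells/well in medium containing 20 nM camptothecin, exposed to pin-transferred compounds, and grown at 37 °C for at least 48 hr. Viability was read as ATP luminescence.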
FEN1 inhibitor = blocks human flap endonuclease 1; AID 588795; P39748; Recombinant FEN1 flap cleavage, fluorescence, 15 min; Potency, µM (highest dose often 114 µM), inactives show at the highest dose activity change, negative = inhibition, actives largely listed as inhibitors; hit rate 0.35% among 390,000; further: nearly all actives have a fitted effect of over 65% in size
Target sequence (P39748 whole entry, looked up): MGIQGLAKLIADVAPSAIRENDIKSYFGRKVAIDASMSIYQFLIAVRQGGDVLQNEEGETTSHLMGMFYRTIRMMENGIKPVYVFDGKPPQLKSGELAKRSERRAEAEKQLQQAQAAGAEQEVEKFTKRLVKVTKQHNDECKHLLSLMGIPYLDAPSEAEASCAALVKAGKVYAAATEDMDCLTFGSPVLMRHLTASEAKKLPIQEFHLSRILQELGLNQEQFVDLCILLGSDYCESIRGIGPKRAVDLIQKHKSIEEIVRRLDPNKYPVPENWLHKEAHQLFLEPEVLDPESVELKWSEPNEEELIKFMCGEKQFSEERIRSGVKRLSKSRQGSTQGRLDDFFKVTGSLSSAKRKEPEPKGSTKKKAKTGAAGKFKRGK
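With each library titrated from low to high concentration, compounds met 10 nM FEN1 for 15 min at room temperature before 50 nM substrate was added; readings at 0 and 15 min fed four-parameter Hill curve fits.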
Starred values were filed as active, the others as inactive; ? = inconclusive; · = not tested or not shown. The call rests on the fitted dose curve; in most records, active means well fitted curve in the direction sought with a large enough effect; inconclusive means small, poorly fitted or top-dose-only effect, or another doubt; inactive means no such curve, though single readings can be large; an effect the other way counts as inactive or inconclusive. Unless noted, on the % scale 0 is the no-effect control and ±100 the full control effect; potency means the concentration at half of the fitted maximal effect. Only part of the results is shown; rates above refer to the full screens.

A first look, 7 compounds:
molecule	N370S GC	TDP1 cell CPT	FEN1 inhibitor
CC(NC(=O)COc1cccnc1[N+](=O)[O-])c1ccc(Cl)cc1 (stereo unspecified)	13%	-24%	0%
O=C(c1ccc([N+](=O)[O-])cc1)N(Cc1ccc(Br)cc1)N1C(=O)CCCC1=O	-3%	-19%	6%
CCOC(=O)c1cccnc1SCc1cc(=O)n2ccccc2n1	-5%	-36%	-8%
CC[C@@]12C(=O)N(c3cccc(Cl)c3)C(=O)N1[C@H](c1cccc(C)c1)[C@@H]1C(=O)N(Cc3ccccc3)C(=O)[C@@H]12	-11%	?	-25%
COc1cccc(NC(=O)C(=O)NCC2CCCN2S(=O)(=O)c2ccccc2)c1 (stereo unspecified)	-9%	-44%	-9%
Cc1ccnc(NC(=O)CCNS(=O)(=O)c2ccc(C)c(C)c2)c1	-3%	13%	-2%
CCC(C)NC(=O)CSC1=Nc2ccccc2C2=NC(CCC(=O)NCc3ccco3)C(=O)N12 (stereo unspecified)	6%	3%	-2%

This part in full, previewed entries included:
molecule	N370S GC	TDP1 cell CPT	FEN1 inhibitor
CC(NC(=O)COc1cccnc1[N+](=O)[O-])c1ccc(Cl)cc1 (stereo unspecified)	13%	-24%	0%
O=C(c1ccc([N+](=O)[O-])cc1)N(Cc1ccc(Br)cc1)N1C(=O)CCCC1=O	-3%	-19%	6%
CCOC(=O)c1cccnc1SCc1cc(=O)n2ccccc2n1	-5%	-36%	-8%
CC[C@@]12C(=O)N(c3cccc(Cl)c3)C(=O)N1[C@H](c1cccc(C)c1)[C@@H]1C(=O)N(Cc3ccccc3)C(=O)[C@@H]12	-11%	?	-25%
COc1cccc(NC(=O)C(=O)NCC2CCCN2S(=O)(=O)c2ccccc2)c1 (stereo unspecified)	-9%	-44%	-9%
Cc1ccnc(NC(=O)CCNS(=O)(=O)c2ccc(C)c(C)c2)c1	-3%	13%	-2%
CCC(C)NC(=O)CSC1=Nc2ccccc2C2=NC(CCC(=O)NCc3ccco3)C(=O)N12 (stereo unspecified)	6%	3%	-2%
COc1ccc(/C=C/c2nc(C#N)c(N3CCN(c4ccccc4)CC3)o2)cc1OC	·	-12%	-8%
O=C1[C@@H]2CSCN2C(=O)CN1CCc1cccc(F)c1	4%	0%	-2%
CCc1ccc(OCC(O)CNC(C)(C)C)cc1 (stereo unspecified)	2%	-2%	-17%
Cc1occc1C(=O)N/N=C/c1c[nH]c2ccccc12	-6%	-7%	12%
CN(C)c1ccc(NC(=O)CCN2C(=O)c3cccc([N+](=O)[O-])c3C2=O)cc1	1%	0%	4%
CCOC(=O)c1cc2c(=O)n3ccccc3nc2n(CC2CCCO2)c1=NC(=O)c1ccccc1OCC (stereo unspecified)	·	16µM*	-5%
CC(C)CNC(=O)c1cc(-c2ccc(Cl)c(Cl)c2)on1	8%	?	7%
Cc1cc(OCc2cc(C(=O)NCCN3CCCCC3CO)no2)cc(C)c1Cl (stereo unspecified)	-30%	?	-20%
Fc1ccc(CSc2nncn2NCc2ccccc2)cc1	-3%	-19%	9%
COc1cccc(-c2nnc(NC(=O)c3ccc4ncsc4c3)o2)c1	-10%	16µM*	-17%
Cc1ccc(NC(=O)/C=C/c2ccc3c(c2)OCO3)nc1	11%	-8%	-2%
CC(C)[C@H](NC(=O)N1c2ccccc2NC(=O)[C@@H]1C(C)C)C(=O)N1CCC(C(=O)O)CC1	-6%	0%	-14%
CCc1ccc(NC(=O)C(C)OC(=O)c2ccc(NS(=O)(=O)c3ccc(C)c([N+](=O)[O-])c3)cc2)cc1 (stereo unspecified)	3%	?	-12%
Cc1cc(C(=O)N/N=C/c2ccc(N3CCOCC3)cc2)c(C)o1	-2%	-6%	-9%
COc1ccc(/C=C/C(=O)Nc2ccc3c(c2)CCC3)cc1OC	13%	-8%	-20%
COc1ccc(N2CCN(C(=O)COC(=O)c3ccc(OC(F)F)cc3)CC2)cc1	·	-3%	-11%
Cc1cc(C)cc(NC(=S)Nc2ccccn2)c1	30%	13µM*	5%
CNc1cc(C)nc(-n2nc(C)cc2C)n1	5%	5.8µM*	-7%
COCCCn1c(SCC(=O)Nc2nc3ccccc3s2)nnc1-c1ccoc1C	7%	-19%	1%
O=C(NC(=S)Nc1ccc2oc(=O)ccc2c1)c1cccc(Cl)c1	-3%	-22%	0%
O=C(NC(=S)N1CCN(c2ccccc2)CC1)c1c(F)cccc1F	-2%	-22%	23%
CC1=C/C(=N\NC(=O)c2ccc(O)cc2)CC1	-12%	13%	-10%
CC1(c2ccc(Cl)cc2)NC(=O)N(CC(=O)N2CCc3ccccc3C2)C1=O (stereo unspecified)	·	?	-20%
Cc1ccc(OCC(=O)N(Cc2ccccc2)C(C)C)c([N+](=O)[O-])n1	6%	-30%	5%
CSc1nnc([C@@H]2CCCN2C(=O)OC(C)(C)C)o1	-5%	-6%	5%
CC(=O)c1cccc(Nc2cc(C)nc3nc(Cc4ccccc4)nn23)c1	·	-16%	6%
COc1ccc(CCNC(=S)NC(=O)c2ccc(Br)cc2)cc1OC	-3%	?	-24%
COc1cc2[nH]c(=O)n(CCCC(=O)NC3CCCCC3)c(=O)c2cc1OC	1%	3%	5%
CCCCc1ccc(NC(=O)C2CCCO2)cc1 (stereo unspecified)	5%	11%	7%
O=C(Nc1cccc(Cl)c1)c1cc2c(=O)n3ccccc3nc2s1	17%	-8%	-5%
Fc1ccc(-c2nnn(Cc3ccc(F)cc3Cl)n2)cc1	9%	-2%	12%
c1ccc2nc(-c3ccncc3)ccc2c1	9%	-20%	-7%
Cc1ccnc(N2CCC(C(=O)Nc3ccc4c(c3)CCC4)CC2)n1	-2%	?	2%
COc1ccc(NC(=O)Cn2nnc(C(=O)NCc3ccc(C)cc3)c2N)cc1Cl	-2%	-4%	-9%
CC1(C)N=C(N)N=C(N)N1c1ccc(Oc2ccc(Cl)cc2)c(Cl)c1	?	2.6µM*	-5%
O=C(Cn1ccc2ccccc2c1=O)NCCC(=O)N1CCCCC1	0%	17%	-1%
CCCCC(=O)NC(c1ccccc1OC)c1ccc2cccnc2c1O (stereo unspecified)	10%	21µM*	-8%
Cc1ccc(SCC(=O)Nc2ccc(F)cc2[N+](=O)[O-])cc1C	7%	22%	-11%
CC(C)(C)CC(=O)Nc1ccc(-c2nnc3n2CCCCC3)cc1	-4%	-1%	-5%
CCOC(CNCc1cc(C)c2[nH]c3ccccc3c2c1C)OCC	·	16µM*	?
CC(C)(C)c1ccc(/C=C/C(=O)Nc2cccnc2)cc1	-13%	?	-2%
Cc1ccc2nc(SCC(=O)Nc3c(F)cccc3F)[nH]c2c1	12%	-7%	-6%
CCOC(=O)c1c(C)[nH]c(C)c1C(=O)CSc1nc2ccccc2c(=O)n1-c1ccc(Cl)cc1	26%	16µM*	-7%
Cc1cc(C)cc(OCc2ccc(C(=O)N3N=C(C(F)F)CC3(O)C(F)F)o2)c1 (stereo unspecified)	-10%	?	-7%
CNc1oc(/C=C/c2cccc(OC)c2)nc1C#N	?	-24%	8%
CCn1c2nc(SCCN3CCOCC3)nnc2c2cc(C)cc(C)c21	-14%	16µM*	-20%
O=C(O)c1ccc(-c2cccc([N+](=O)[O-])c2)o1	7%	7%	-11%
CC1CCCCN1S(=O)(=O)c1ccc2[nH]c(=O)cc(C(=O)NCCc3ccc(Cl)cc3)c2c1 (stereo unspecified)	·	?	1%
Cc1c(NC(=O)OCc2ccccc2)c(=O)n(-c2ccccc2)n1C	3%	-29%	8%
O=C(Nc1ncc(Cc2ccc(F)cc2)s1)c1ccc2c(c1)CC(c1ccccc1)OC2=O (stereo unspecified)	·	?	9%
COc1ccc(C(=O)/C=C/c2cn(CC(O)CN3CCc4ccccc43)c3ccccc23)cc1OC (stereo unspecified)	·	3.3µM*	-21%
O=C(CSc1ncc(-c2ccccc2)n1-c1ccccc1)NCc1ccco1	6%	?	-23%
N#CCCn1c(=O)c(-c2ccccc2)nc2cnc(N3CCOCC3)nc21	20%	-9%	·

Later entries:
molecule	N370S GC	TDP1 cell CPT	FEN1 inhibitor
CCCNC(=O)c1oc2ccc3c(c2c1C)C=CC(C)(C)O3	-3%	-23%	7%
CCCCN(C(=O)c1ccc(Br)o1)C1CCS(=O)(=O)C1 (stereo unspecified)	-7%	5%	4%
COc1ccc2c(c1)CCc1c(C(=O)Nc3cc(OC)c(Cl)cc3OC)noc1-2	·	-5%	-16%
CCOc1ccc(NC2c3ccccc3C(=O)N2Cc2ccco2)cc1 (stereo unspecified)	9%	16µM*	-3%
CN1C(=O)C(O)(CC(=O)/C=C/C=C/c2ccccc2)c2ccccc21 (stereo unspecified)	-4%	?	0%
COc1ccc(CC(=O)O/N=C(\N)Cc2ccc([N+](=O)[O-])cc2)cc1	-10%	-18%	4%
COCc1cc(C2C(C(=O)c3ccco3)=C(O)C(=O)N2CCOCCO)ccc1O (stereo unspecified)	-6%	-6%	2%
Cc1cc(C)nc(NC(=O)CSc2ccccn2)n1	-7%	-3%	-8%
O=C(N/N=C/c1c(Cl)cccc1Cl)c1n[nH]c2c1CCCC2	5%	23µM*	-6%
CCn1c(C2CC(=O)N(Cc3ccccc3)C2)nc2ccccc21 (stereo unspecified)	24%	-15%	17%
O=C(CN1CCOCC1)n1c2c(c3ccccc31)CCCC2	5%	2%	5%
COC(=O)c1cc(Sc2c(Cl)cccc2Cl)ccn1	0%	-25%	-2%
Cc1ccc(S(=O)(=O)N(C)CC(=O)OCC(=O)c2c(N)n(C)c(=O)n(C)c2=O)cc1	7%	9%	-5%
C=CC12C=CC=CN1C(C(=O)OC)=C(C(=O)OC)C(C(=O)OC)=C2C(=O)OC (stereo unspecified)	6%	0%	-3%
Cc1ccc(Sc2c(C(=O)Nc3ccc(F)cc3F)c(C(F)(F)F)nn2C)cc1	16%	18µM*	5%
O=C(O)c1c(NC(=O)N2CCCC2)sc2c1CCCC2	-11%	-5%	-11%
O=C1OCc2cc(NC(=O)C3COc4ccccc4O3)ccc21 (stereo unspecified)	-2%	-1%	4%
CCOc1ccc(NC(=O)c2cnn3c2NC(C)=C(C(=O)Nc2ccc(Cl)cc2)C3c2ccc(OC)c(OC)c2)cc1 (stereo unspecified)	·	23µM*	-4%
CNc1c(-n2cc(C(=O)OC)c(C(=O)OC)c2C(=O)OC)c(=O)n(C)c(=O)n1C	-6%	17%	0%
CC(OC(=O)c1ccc2c(=O)n3c(nc2c1)CCC3)C(N)=O (stereo unspecified)	0%	2%	-1%
O=C(c1n[nH]c2ccccc12)N1CCN(S(=O)(=O)c2ccccc2)CC1	·	?	-11%
Cc1[nH]nc(SCC(=O)NC2CCCCC2)c1[N+](=O)[O-]	3%	-2%	-5%
O=C(COC(=O)C(O)c1ccccc1)NC12CC3CC(CC(C3)C1)C2 (stereo unspecified)	5%	-13%	2%
Clc1ccc2[nH]cc(-c3nnnn3-c3ccccc3)c2c1	12%	21µM*	-14%
COc1ccc(C(=O)NCC(c2ccc3c(c2)OCO3)N2CCN(C)CC2)cc1 (stereo unspecified)	·	1%	19%
CCC(c1nnnn1C(C)(C)C)N(Cc1ccco1)Cc1cc2cccc(C)c2[nH]c1=O (stereo unspecified)	·	?	-19%
Cc1c(C)c2ccc(OCC(=O)N3CC[C@@]4(O)CCCC[C@H]4C3)cc2oc1=O	2%	-27%	4%
COC(=O)c1cc(NC(=O)Nc2ccccc2OC)cc(C(=O)OC)c1	·	?	15%
Cc1ccccc1-c1cc(=O)c2ccccc2o1	·	21µM*	13%
CCC(Sc1ncnc2sc(C)c(C)c12)C(=O)OC (stereo unspecified)	-17%	-11%	-13%
O=C(O)c1cc(-c2ccc3c(c2)OCO3)nc2ccc(Br)cc12	-10%	-20%	13%
Fc1ccc(OCCCCCn2ccnc2)cc1	9%	0%	-5%
Cc1c(NC(=O)CN2C(=O)NC(C)(c3ccc(Cl)cc3)C2=O)c(=O)n(-c2ccccc2)n1C (stereo unspecified)	-14%	5%	0%
O=[N+]([O-])c1ccc(Oc2ccc(F)cc2)c2ccncc12	-1%	-30%	8%
CC1CCCC(NC(=O)COC(=O)Cc2ccsc2)C1C (stereo unspecified)	?	-26%	-1%
COc1ccc2c(c1OC)C(=O)N1C2SC[C@H]1C(=O)NC1CC1 (stereo partly specified)	-6%	2%	-5%
C=C(C)COc1ccc2c(C)c(CCC(=O)NC3CC3)c(=O)oc2c1	2%	18µM*	0%
O=C(Nc1ccc(Cl)cn1)c1cccc2c(Br)cccc12	6%	?	-14%
CCN(CC)S(=O)(=O)c1ccc(O)c(NC(=O)COc2ccc(S(=O)(=O)N3CCOCC3)cc2)c1	·	?	7%
